Screening results deposited in PubChem BioAssay by several laboratories.
PPARg SRC1 recr – agonists of human PPARgamma SRC-1 coactivator recruitment; P37231; PPARgamma-SRC-1 coactivator recruitment biochemical assay; activation, % at 8 µM; hit rate 0.41% among 200,000; AID 631; in the data active means activation above about 19%;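 further: 0% = DMSO and 100% = reference agonist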
PPARg SRC-3 ag – agonists of human PPARgamma SRC-3 coactivator recruitment. P37231. biochemical PPARgamma/SRC-3 coactivator recruitment assay. activation, % at 8 µM. hit rate 0.26% among 200,000. AID 731; in the data active means activation above about 23%;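 further: 0% = DMSO and 100% = reference agonist; some compounds past the cut are filed as inactive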
PMI act satM6P – PMI (human) activation, high substrate | coupled PMI enzyme assay, resazurin fluorescence, 20 min; active compounds read high; 1 = untreated enzyme, 0 = substrate-free blank | activation factor at 20 µM | hit rate 0.34% among 190,000 | AID 1216;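 active means activation factor of 2 or more at 20 µM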
Target sequence (P34949 whole entry, looked up): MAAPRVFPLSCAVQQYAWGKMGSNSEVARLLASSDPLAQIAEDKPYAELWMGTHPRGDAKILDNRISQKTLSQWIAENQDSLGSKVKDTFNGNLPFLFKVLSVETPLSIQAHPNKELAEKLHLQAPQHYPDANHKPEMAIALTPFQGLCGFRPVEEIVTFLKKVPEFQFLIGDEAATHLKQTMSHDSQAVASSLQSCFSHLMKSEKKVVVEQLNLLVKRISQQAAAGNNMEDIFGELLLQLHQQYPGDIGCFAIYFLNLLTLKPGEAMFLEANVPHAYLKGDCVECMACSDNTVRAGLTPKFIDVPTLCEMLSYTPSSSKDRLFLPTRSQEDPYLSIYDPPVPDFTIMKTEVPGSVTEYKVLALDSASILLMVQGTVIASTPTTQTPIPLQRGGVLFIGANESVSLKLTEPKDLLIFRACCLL
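Material: human phosphomannose isomerase with PGI, G6PDH, diaphorase coupling enzymes; amount: PMI at 15 ng/mL final; also added: Mannose-6-phosphate 1.0 mM (near-saturating) plus 0.22 mM NADP+; incubation: enzyme reaction with compound 20 min at room temperature; signal: resorufin fluorescence (Ex 544/Em 590 nm) from resazurin via diaphorase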
ROMK mod – modulates human ROMK potassium channel activity; P48048; Tet-inducible ROMK, thallium flux fluorescence; actives lie on both sides; B-score at 10 µM; hit rate 2% among 130,000;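 active means signal ratio slope over the read window, or its plate-corrected B-score, at least 3 SD from the plate mean, either direction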;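 further: B-score of the F/F0 ratio slope over 7 to 12 s after thallium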
Target sequence (P48048 whole entry, looked up): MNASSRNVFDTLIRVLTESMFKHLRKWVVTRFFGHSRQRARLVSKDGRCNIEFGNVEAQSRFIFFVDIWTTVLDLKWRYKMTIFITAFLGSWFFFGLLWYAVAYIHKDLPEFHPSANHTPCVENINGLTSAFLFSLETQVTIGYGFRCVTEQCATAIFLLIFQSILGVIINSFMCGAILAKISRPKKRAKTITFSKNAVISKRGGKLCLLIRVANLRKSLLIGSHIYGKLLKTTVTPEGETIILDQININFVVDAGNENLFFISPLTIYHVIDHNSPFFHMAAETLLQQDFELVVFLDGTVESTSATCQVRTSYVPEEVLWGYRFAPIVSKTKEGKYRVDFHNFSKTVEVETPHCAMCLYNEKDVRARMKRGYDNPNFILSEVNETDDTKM
TR-FRET SRC-2 ct – TR-FRET artefact, counter-screen to PPARgamma/SRC-2 agonist assay; AID 1049; active compounds read high; TR-FRET ratio at 8 µM; hit rate 0.4% among 200,000; in the data active means TR-FRET ratio above about 2000; further: inactives centre near 1500
Diaph act CS – activates diaphorase or chemically reduces, flagging diaphorase assay artifacts; Diaphorase/resazurin coupled assay, resorufin fluorescence, 16 min; active compounds read high; 1 = vehicle wells, 0 = NADH-free wells; activation factor at 20 µM; hit rate 0.005% among 190,000;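 active means diaphorase activity raised at least twofold by the compound at 20 µM; inactive means activation factor below 2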
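Material: Clostridium kluyveri diaphorase, purified enzyme; Quantity: enzyme 0.07 U/mL final; Medium: HEPES pH 7.4 buffer with MgCl2 and Tween 20; Dosing: single compound dose of 20 µM, 1% DMSO final; Schedule: 16 min reaction at room temperature; Measured by: red resorufin fluorescence at 544/590 nm excitation/emission.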
Diaph inh CS – diaphorase inhibition or chemical oxidation counter-screen; diaphorase resazurin-to-resorufin fluorescence, NADH, 16 min; bacterial (C. kluyveri) enzyme, not human; hit rate 0.69% among 190,000; inhibition, % at 20 µM;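 active means primary screen inhibition at 20 µM above a set limit, cut at about 50% in these data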;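 further: plate controls were DMSO with full reaction for no effect and wells lacking NADH for full effect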
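material = Clostridium kluyveri diaphorase enzyme | amount = 0.14 U/mL diaphorase, enzyme working solution | schedule = incubation 16 min, room temperature | detection = fluorescence of resorufin formed from resazurin, Ex 544/Em 590 nm | benchmarks = positive control minus NADH, DMSO neutral control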
PMI activator – phosphomannose isomerase (human) activation; purified human PMI, coupled resazurin fluorescence, 20 min; active compounds read high; 1 = vehicle control, 0 substrate-free wells; activation factor at 20 µM; hit rate 0.005% among 190,000;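 active means activation factor of 2 or more at 20 µM, relative to plate controls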
S1P3 antagonist – S1P3 (human) receptor antagonism. CHO S1P3 NFAT-BLA reporter, FRET fluorescence, antagonist mode. inhibition, % at 4.98 µM. hit rate 0.27% among 170,000. Q99500;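 active means inhibition above the plate cutoff, the mean inhibition of test wells on that plate plus 3 SD, cut at about 28% in these data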;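 further: cells challenged with S1P at its EC80 of 0.8 µM; blue over green emission ratio from cleaved BLA substrate after 4 h stimulation; 0% = S1P-stimulated wells and 100% = unstimulated DMSO-only wells; some compounds past the cut are filed as inactive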
PPARg SRC2 recr – agonists of SRC-2 recruitment by human PPARgamma; P37231; PPARgamma LBD-SRC-2 recruitment, biochemical; activation, % at 8 µM; hit rate 0.34% among 200,000; AID 1032; in the data active means activation above about 22%;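 further: 0% = vehicle and 100% = reference agonist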
G6PDH CS – L. mesenteroides G6PDH inhibition counter-screen; Purified L. mesenteroides G6PDH, diaphorase/resazurin coupled fluorescence, 45 min; inhibition, % at 5 µM; hit rate 0.12% among 200,000; in the data active means inhibition above about 50%
Numbers without * were called inactive; . = no result given.

1	COC(=O)C(O)(c1ccc(NC(=O)Oc2ccccc2)cc1)C(F)(F)F (centres undefined)
2	Cc1ccc(-c2nc3ccccc3c(=O)n2-c2ccc(O)cc2)cc1
3	COc1cccc(NP(=O)(Oc2ccccc2Cl)Oc2ccccc2Cl)c1
4	CC(=O)NN1C(=O)c2ccccc2NC1c1cccnc1 (centres undefined)
5	CCc1nc2ccccc2c(=O)n1-c1cccc(OC)c1
6	Cn1cc2c([N+](=O)[O-])cc([N+](=O)[O-])cc2n1
entry no.	1	2	3	4	5	6
PPARg SRC1 recr	-2	-3	2	-1	0	2
PPARg SRC-3 ag	5	0	0	-1	4	2
PMI act satM6P	0.9	1	0.8	1.1	1.2	0.6
ROMK mod	.	0.16	.	0.36	1.1	0
TR-FRET SRC-2 ct	1591	1719	1620	1588	1604	1609
Diaph act CS	0.8	1	0.8	0.9	1.1	0.7
Diaph inh CS	20	4	25	11	-11	28
PMI activator	1	1	0.8	1.1	1.1	1
S1P3 antagonist	5	-11	-5	2	.	-5
PPARg SRC2 recr	6	-2	6	0	2	3
G6PDH CS	5	9	-17	-3	11	17

7	C[C@]12CCC(=O)C=C1CCC1C2CC[C@@]2(C)C1CC[C@@]2(O)CC#N (some centres undefined)
8	COc1cc2occc2c2oc(=O)ccc12
9	O=C(c1cc(-c2ccc(Cl)cc2)n(-c2ccc(Cl)cc2Cl)n1)N1CCOCC1
10	CN(C)CCCN=Cc1c(O)n(CCc2ccccc2)c(=O)[nH]c1=O
11	c1ccc2c(c1)CSc1ccccc1C2C1=NCCN1 (centres undefined)
12	O=C(O)CSC(=S)N1CC2CC(C1)c1cccc(=O)n1C2 (centres undefined)
entry no.	7	8	9	10	11	12
PPARg SRC1 recr	17	8	0	4	7	0
PPARg SRC-3 ag	6	-3	-2	0	6	-4
PMI act satM6P	1	0.9	0.8	1	0.9	1.1
ROMK mod	.	0.38	.	.	.	0.4
TR-FRET SRC-2 ct	1688	1444	1498	1556	1742	1501
Diaph act CS	0.9	0.9	0.8	1	0.8	0.9
Diaph inh CS	10	12	19	2	17	8
PMI activator	1.1	0.9	0.8	1	0.8	1.1
S1P3 antagonist	-11	-9	.	.	-20	-2
PPARg SRC2 recr	11	8	10	-1	0	-7
G6PDH CS	2	15	5	1	22	10

Records 1 to 11 of the list above:
1	COC(=O)C(O)(c1ccc(NC(=O)Oc2ccccc2)cc1)C(F)(F)F (centres undefined)
2	Cc1ccc(-c2nc3ccccc3c(=O)n2-c2ccc(O)cc2)cc1
3	COc1cccc(NP(=O)(Oc2ccccc2Cl)Oc2ccccc2Cl)c1
4	CC(=O)NN1C(=O)c2ccccc2NC1c1cccnc1 (centres undefined)
5	CCc1nc2ccccc2c(=O)n1-c1cccc(OC)c1
6	Cn1cc2c([N+](=O)[O-])cc([N+](=O)[O-])cc2n1
7	C[C@]12CCC(=O)C=C1CCC1C2CC[C@@]2(C)C1CC[C@@]2(O)CC#N (some centres undefined)
8	COc1cc2occc2c2oc(=O)ccc12
entry no.	1	2	3	4	5	6	7	8
PPARg SRC1 recr	-2	-3	2	-1	0	2	17	8
PPARg SRC-3 ag	5	0	0	-1	4	2	6	-3
PMI act satM6P	0.9	1	0.8	1.1	1.2	0.6	1	0.9
ROMK mod	.	0.16	.	0.36	1.1	0	.	0.38
TR-FRET SRC-2 ct	1591	1719	1620	1588	1604	1609	1688	1444
Diaph act CS	0.8	1	0.8	0.9	1.1	0.7	0.9	0.9
Diaph inh CS	20	4	25	11	-11	28	10	12
PMI activator	1	1	0.8	1.1	1.1	1	1.1	0.9
S1P3 antagonist	5	-11	-5	2	.	-5	-11	-9
PPARg SRC2 recr	6	-2	6	0	2	3	11	8
G6PDH CS	5	9	-17	-3	11	17	2	15

9	O=C(c1cc(-c2ccc(Cl)cc2)n(-c2ccc(Cl)cc2Cl)n1)N1CCOCC1
10	CN(C)CCCN=Cc1c(O)n(CCc2ccccc2)c(=O)[nH]c1=O
11	c1ccc2c(c1)CSc1ccccc1C2C1=NCCN1 (centres undefined)
entry no.	9	10	11
PPARg SRC1 recr	0	4	7
PPARg SRC-3 ag	-2	0	6
PMI act satM6P	0.8	1	0.9
ROMK mod	.	.	.
TR-FRET SRC-2 ct	1498	1556	1742
Diaph act CS	0.8	1	0.8
Diaph inh CS	19	2	17
PMI activator	0.8	1	0.8
S1P3 antagonist	.	.	-20
PPARg SRC2 recr	10	-1	0
G6PDH CS	5	1	22

Continued.
13	O=C(c1ccc2nc(-c3ccco3)c(-c3ccco3)nc2c1)N1CCC2(CC1)OCCO2
14	CC1(C)CN2C(c3ccc(Cl)cc3)N2C1 (centres undefined)
15	O=C1NC(=O)C(CCc2ccccn2)(Cc2ccc3c(c2)OCO3)C(=O)N1CCc1ccccc1 (centres undefined)
16	CCCC[N+]12CCC(CC1)C(C(=O)c1cccs1)C2 (centres undefined)
17	CCN(CC)C(=O)c1ccc(NC(=O)c2cc(-n3cnnc3)ccc2Cl)cc1
18	Cc1ccc(C)c(Cn2c(C(=O)O)c(C=O)c3ccccc32)c1
entry no.	13	14	15	16	17	18
PPARg SRC1 recr	.	-2	0	-1	-7	6
PPARg SRC-3 ag	.	3	10	-6	2	-1
PMI act satM6P	1.6	1.1	0.9	0.9	1	1.2
ROMK mod	.	1.2	.	.	0.62	0.062
TR-FRET SRC-2 ct	.	1346	1544	1489	1458	1508
Diaph act CS	0.6	1	0.9	0.9	1.1	1
Diaph inh CS	38	3	8	8	-8	4
PMI activator	1.3	1.1	0.8	0.7	1	1.4
S1P3 antagonist	-54	.	.	.	-11	-16
PPARg SRC2 recr	.	7	8	-3	0	2
G6PDH CS	-18	-5	6	2	4	11

19	CC(=O)NC1CC2CCCC(C1)N2 (centres undefined)
20	CCCCOP(=O)(OCCCC)/C(C#N)=C(/C)O
21	CN(C)CC1CCCCC1OC(=O)c1ccc(Cl)c(Cl)c1 (centres undefined)
22	Cc1oc(-c2ccc(F)cc2F)nc1CN1C[C@@H]2C[C@@H](C1)c1cccc(=O)n1C2
23	Cc1cc(C=C2C(=O)N(C)C(=S)N(C)C2=O)c(C)n1C1CCCCC1
24	CN1C(=O)C(=Cc2ccc(Sc3ccccc3)o2)C(=O)N(C)C1=O
entry no.	19	20	21	22	23	24
PPARg SRC1 recr	1	3	-8	4	1	1
PPARg SRC-3 ag	-2	5	-5	4	5	4
PMI act satM6P	1.1	1.2	1.1	1	1.2	1.1
ROMK mod	0.0079	0.042	.	0.63	0.55	-5.6*
TR-FRET SRC-2 ct	1568	1740	1370	1566	1690	1740
Diaph act CS	1.1	0.8	1	1.1	0.8	0.9
Diaph inh CS	-6	15	3	-13	17	10
PMI activator	1	1.1	1.1	1	1.1	1
S1P3 antagonist	-17	.	0	4	.	4
PPARg SRC2 recr	3	14	-5	16	13	10
G6PDH CS	12	4	5	10	2	8

25	O=C(Nc1ccccc1)Oc1ccccc1
26	CCn1ccnc1CN1CCCC(C(=O)c2ccc(OC)cc2OC)C1 (centres undefined)
27	CCOC(=O)C1(CCCc2ccccc2)CCN(C2CCC2)CC1
28	COC(=O)C[C@]1(C(=O)OC)CN(C#N)N(c2ccc(Cl)cc2)C12c1ccccc1-c1ccccc12
29	Cc1nc2ccccc2c(=O)n1-n1cnnc1
30	CN1C(=O)N(C)C(=O)C2(Sc3ccccc3C2=O)C1=O
entry no.	25	26	27	28	29	30
PPARg SRC1 recr	0	7	1	4	-6	3
PPARg SRC-3 ag	13	-1	1	4	-2	4
PMI act satM6P	1	1	1	0.9	1	1
ROMK mod	.	0.43	-1.4	.	0.064	.
TR-FRET SRC-2 ct	1505	1641	1635	1323	1583	1501
Diaph act CS	0.9	0.9	1	0.8	0.9	0.8
Diaph inh CS	6	11	4	16	5	21
PMI activator	1.1	0.9	1	1	1	1.1
S1P3 antagonist	.	2	3	.	-10	-19
PPARg SRC2 recr	7	11	2	0	-9	-3
G6PDH CS	-4	6	5	4	4	-2

31	Cc1cc(Cl)ccc1OC(C)C(=O)O (centres undefined)
32	Cc1ccnc(-n2c(C)cc(/C=C3\C(=O)NC(=S)N(C)C3=O)c2C)c1
33	CC(Cc1ccccc1)[n+]1cc(/N=C(\[O-])N(C)C)on1 (centres undefined)
34	CCn1c(=O)cc(OCC(=O)N2CCC3(CC2)OCCO3)c2ccccc21
35	O=C1NC(=S)N(C2CC2)C(=O)/C1=C/c1ccc2c(c1)CCN2CCCCl
36	Clc1ccc2c(N3CCNCC3)ccnc2c1
entry no.	31	32	33	34	35	36
PPARg SRC1 recr	6	1	0	1	3	4
PPARg SRC-3 ag	6	5	1	1	-2	10
PMI act satM6P	1	1.4	1.1	0.9	1.4	0.9
ROMK mod	-0.016	.	-0.22	1.2	-2.7	0.091
TR-FRET SRC-2 ct	1611	1702	1733	1445	1599	1663
Diaph act CS	0.9	0.8	0.9	0.9	0.7	1
Diaph inh CS	8	22	8	6	26	0
PMI activator	1	1.3	1.1	0.9	1.3	0.9
S1P3 antagonist	-14	-8	-23	-18	1	-20
PPARg SRC2 recr	-3	-1	12	-11	3	8
G6PDH CS	2	-18	4	2	-4	-9

37	CCC(=NCCCO)c1c(O)n(-c2ccc(OC)cc2)c(=O)[nH]c1=O
38	C[N+]1(C)CCOC(O)(c2ccc(-c3ccc(C4(O)C[N+](C)(C)CCO4)cc3)cc2)C1 (centres undefined)
39	Cc1ccc(C2(O)CCN3CCCCC32)cc1 (centres undefined)
40	C=CCN1C(=O)NC(=O)/C(=C/c2ccoc2)C1=O
entry no.	37	38	39	40
PPARg SRC1 recr	-5	-3	5	2
PPARg SRC-3 ag	-6	-3	4	3
PMI act satM6P	0.9	1	0.9	2.2*
ROMK mod	-0.65	.	-0.056	1.3
TR-FRET SRC-2 ct	1628	1423	1754	1556
Diaph act CS	0.8	1.1	0.8	1.1
Diaph inh CS	20	-11	20	-8
PMI activator	1	1	1	1.6
S1P3 antagonist	-13	-7	-6	3
PPARg SRC2 recr	0	-2	7	0
G6PDH CS	6	11	7	8

This is a subset; the hit share may differ from the screen's.
